# Rac1 GTP hydrolysis: MgcRacGAP GTPase-activating activity inhibitors, confirmation, biochemical, ADP Hunter fluorescence | MgcRacGAP-stimulated Rac1 GTP hydrolysis, ADP Hunter fluorescence; higher % means a stronger effect; GST-tagged Rac1 F28L mutant substrate | inhibition, % at 30 µM, or IC50 in µM where a hit was titrated | hit rate 0.6% among 340,000;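 active = first-screen hits whose inhibition reached a set limit at any dose in the follow-up dose series; inconclusive = inhibition above the set first-screen limit but never retested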;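 note: fluorescence reports GDP produced by GAP-driven GTP hydrolysis; strong numbers were not always called active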
# K1F lysis inhibition: inhibition of K1F phage lysis, E. coli UTI89, bacterial capsule biogenesis inhibitors, alamar blue (AID 488966) | E. coli UTI89 K1F phage lysis, alamar blue, 2 h; higher % means a stronger effect | one-dose inhibition, % at 100 µM; IC50 in µM for titrated hits | hit rate 0.02% among 340,000;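 active = phage lysis inhibition, versus mean bacterial control, above a set limit; inconclusive = no clear call, values can overlap the other calls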;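 note: capsule biogenesis inhibitors block K1F phage lysis so surviving cells raise fluorescence; higher fluorescence means more inhibition of phage lysis; actives were called in the ten point dose series up to 300 µM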
# NTR1 agonist: agonists of NTR1, primary screen, imaging, U2OS cells, beta-arrestin-GFP, high content (AID 493036) | P30989 | NTR1-U2OS beta-arrestin-GFP spot imaging, agonist mode | activation, % at 20 µM | hit rate 0.17% among 330,000;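 active = activation at or above 40% of the spot to cytoplasm intensity ratio, with at least 20 cells analyzed; inconclusive = wells under 20 cells, flagged as cytotoxic or low count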;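 note: 0% = DMSO without peptide and 100% = 100 nM NTR1 peptide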
# Target sequence (P30989 whole entry, looked up): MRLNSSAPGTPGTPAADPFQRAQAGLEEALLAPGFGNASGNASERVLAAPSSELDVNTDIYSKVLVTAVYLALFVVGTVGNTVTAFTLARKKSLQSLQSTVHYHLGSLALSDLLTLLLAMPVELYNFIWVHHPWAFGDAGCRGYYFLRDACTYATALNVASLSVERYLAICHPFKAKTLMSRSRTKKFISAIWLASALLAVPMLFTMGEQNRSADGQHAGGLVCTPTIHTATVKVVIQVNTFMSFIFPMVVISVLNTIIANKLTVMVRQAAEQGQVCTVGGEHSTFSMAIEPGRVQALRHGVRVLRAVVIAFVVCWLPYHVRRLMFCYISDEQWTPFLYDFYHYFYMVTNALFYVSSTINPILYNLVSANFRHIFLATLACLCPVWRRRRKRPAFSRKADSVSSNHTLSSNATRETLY
# GPR55 LPI antagonism: GPR55 antagonists blocking LPI-driven arrestin recruitment, primary screen, imaging, U2OS, beta-arrestin-GFP, LPI agonist (AID 2013); hit rate 0.13% among 290,000; U2OS GPR55 beta-arrestin-GFP translocation imaging, LPI antagonism; higher % means a stronger effect; one-dose inhibition, % at 10 µM; IC50 in µM for titrated hits;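 active = spots per cell inhibited over 60%, with over 100 cells counted and total cytoplasm intensity under 500,000; inconclusive = wells with under 100 cells, flagged as likely toxic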;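 note: U2OS cells stably carrying GPR55 and arrestin-GFP stimulated by 5 µM LPI near EC80; imaged beta-arrestin-GFP aggregate spots per cell after agonist stimulation; plate controls were LPI-stimulated DMSO wells for no effect and DMSO wells without LPI for full effect; some results filed as inactive read as strong as hits; confirmed hits need IC50 under 10 µM and bright autofluorescent wells are also inconclusive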
# KOR beta-arrestin-1: kappa opioid receptor activators – cell-based, luminescence, uHTS, primary screen (AID 1777); hit rate 0.02% among 280,000; activation, % at 10 µM, or EC50 in µM where a hit was titrated; KOR beta-arrestin recruitment, luminescence; higher % means a stronger effect; in the data active = activation above about 50%, passing the limit was not always enough; note: a part of the inactive calls stands beside numbers as strong as those of hits
# KOR beta-arrestin-2: KOR antagonists, beta-arrestin recruitment, cell-based, luminescence, uHTS (AID 1778) | KOR beta-arrestin recruitment, luminescence, antagonist mode; higher % means a stronger effect | inhibition, % at 10 µM; hits with a dose series show IC50 in µM | hit rate 0.091% among 290,000; in the data active = inhibition above about 50%; note: strong numbers were not always called active
# NOD1 inhibition: NOD1 signaling inhibitors, primary screen, cell-based, luminescence, uHTS (AID 1578); NOD1-driven NF-kB luciferase reporter cells, luminescence; higher % means a stronger effect; inhibition, % at 4 µM, or EC50 in µM where a hit was titrated; hit rate 1% among 290,000; in the data active = inhibition mostly above about 36%, no sharp cut-off; inactive = mostly below about 34%;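 note: HEK-293T reporter cells stimulated with the NOD1 agonist gamma-tri-DAP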
# GPR55 beta-arrestin: selective activators of receptor GPR55 – imaging, U2OS cells, beta-arrestin-GFP redistribution, primary screen (AID 1961) | U2OS GPR55 beta-arrestin-GFP redistribution imaging; higher % means a stronger effect | activation, % at 10 µM; hits with a dose series show EC50 in µM | hit rate 0.048% among 290,000;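 active = activation above 40% with more than 50 cells counted in the well; inconclusive = wells holding fewer than 50 cells, flagged as toxic or sparse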;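 note: U2OS osteosarcoma cells stably expressing GPR55 and beta-arrestin-GFP; plate controls were DMSO negative control for no effect and LPI positive control for full effect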
# GPR35 antagonists: GPR35 antagonists blocking zaprinast-driven arrestin recruitment, primary screen, imaging, U2OS, beta-arrestin-GFP, zaprinast agonist (AID 2058). hit rate 0.052% among 290,000. inhibition, % at 10 µM, or IC50 in µM where a hit was titrated. U2OS GPR35 beta-arrestin-GFP translocation imaging, zaprinast antagonism; higher % means a stronger effect;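 active = inhibition of at least 50% with at least 30 cells and total cytoplasm GFP at most 10,000,000; inconclusive = under 30 cells or total GFP of 10,000,000 plus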
# NTR1 agonist cell count 20 µM: further read-out of NTR1 agonist, marked with its call; cell count; measured here: cell count, cytotoxicity flag
# * hit, by the source's call; ? = inconclusive; / = not tested or not shown; [ ] = dose if it differs, or a comment. Not all compounds are listed; rates above refer to the full screens.
no.	Structure	Rac1 GTP hydrolysis	K1F lysis inhibition	NTR1 agonist	NTR1 agonist cell count 20 µM	GPR55 LPI antagonism
1	COc1ccc(OC)c(S(=O)(=O)NCc2cccnc2)c1	12%	0.2%	-0.8	48	9%
2	COc1ccc(CCNc2ccc(S(N)(=O)=O)cn2)cc1	3%	-0.1%	0.0	47	1%
3	COc1ccccc1NS(=O)(=O)c1ccc(/C=C/C(=O)O)cc1	3%	-0.4%	-1.1	41	9%
4	CCOCCCNC(=O)C(NC(=O)c1ccc(=O)[nH]c1)c1ccc(Cl)cc1 (stereo not drawn)	-8%	0.4%	1.0	48	-18%
5	CS(=O)(=O)N(CC(=O)Nc1ccccc1)Cc1ccc(Cl)cc1	10%	2.2%	1.4	74	9%
6	O=C(CN1CCCc2ccccc21)NCCc1ccc(Cl)cc1	5%	0.0%	3.0	68	10%
7	Cc1ccc(C)c(C2=NNC(=NCc3ccccc3)SC2)c1	16%	1.4%	/	/	-15%
8	Cc1ccc(-c2c(C(=O)NNC(=S)NCC3CCCO3)csc2C)cc1 (stereo not drawn)	5%	-0.3%	-0.1	23	2%
9	CCCCCCNc1c([N+](=O)[O-])c(=O)sc2ccccc12	16%	0.3%	3.3	64	-3%
10	CC(C)C[C@@H](CO)N1CCN(Cc2cccnc2)CCC1=O	5%	1.0%	0.1	101	4%
11	Cc1nc(NCCO)c2nnn(Cc3ccccc3F)c2n1	5%	6.6%	-1.1	74	13%
12	CCCn1nc(NC(=O)C2CCCO2)c2cc3cccc(C)c3nc21 (stereo not drawn)	/	/	5.8	47	16%
13	Cc1c(C(=O)NCc2ccc(F)cc2)c(-c2ccccc2)nn1-c1ccccc1	8%	5.5%	-3.2	90	1%
14	CCN(CC)Cc1c[nH]c2c(C(=O)OC)cccc12	2%	1.3%	1.9	53	1%
15	O=C(O)CCc1nnc(SCC(=O)Nc2ccc(Br)cc2)[nH]c1=O	/	/	-0.5	40	-7%

no.	KOR beta-arrestin-1	KOR beta-arrestin-2	NOD1 inhibition	GPR55 beta-arrestin	GPR35 antagonists
1	1.4%	2%	/	-0.2%	2%
2	1.0%	23%	-26%	0.0%	11%
3	-3.4%	37%	-32%	-0.4%	-3%
4	-3.9%	-39%	9%	0.3%	4%
5	1.7%	-2%	0%	-0.1%	-5%
6	1.0%	6%	-22%	0.1%	-5%
7	8.4%	-36%	45%	0.7%	9%
8	-3.8%	-24%[20 µM]	8%	-0.1%	3%
9	5.5%	-47%	71%*	0.2%	-9%
10	-0.4%	-2%[20 µM]	-3%	0.0%	-1%
11	-2.9%	-10%	-14%	0.3%	-12%
12	5.0%	20%	2%	0.0%	6%
13	-8.3%	14%	4%	0.8%	-2%
14	-2.0%	-15%	7%	0.0%	-5%
15	-13%	-3%	-46%	-0.5%	-6%

# A draw from above in order of SMILES length, falling.
no.	Structure	Rac1 GTP hydrolysis	K1F lysis inhibition	NTR1 agonist	NTR1 agonist cell count 20 µM	GPR55 LPI antagonism
4	CCOCCCNC(=O)C(NC(=O)c1ccc(=O)[nH]c1)c1ccc(Cl)cc1 (stereo not drawn)	-8%	0.4%	1.0	48	-18%
5	CS(=O)(=O)N(CC(=O)Nc1ccccc1)Cc1ccc(Cl)cc1	10%	2.2%	1.4	74	9%
9	CCCCCCNc1c([N+](=O)[O-])c(=O)sc2ccccc12	16%	0.3%	3.3	64	-3%
2	COc1ccc(CCNc2ccc(S(N)(=O)=O)cn2)cc1	3%	-0.1%	0.0	47	1%
14	CCN(CC)Cc1c[nH]c2c(C(=O)OC)cccc12	2%	1.3%	1.9	53	1%

no.	KOR beta-arrestin-1	KOR beta-arrestin-2	NOD1 inhibition	GPR55 beta-arrestin	GPR35 antagonists
4	-3.9%	-39%	9%	0.3%	4%
5	1.7%	-2%	0%	-0.1%	-5%
9	5.5%	-47%	71%*	0.2%	-9%
2	1.0%	23%	-26%	0.0%	11%
14	-2.0%	-15%	7%	0.0%	-5%

# Next part.
no.	Structure	Rac1 GTP hydrolysis	K1F lysis inhibition	NTR1 agonist	NTR1 agonist cell count 20 µM	GPR55 LPI antagonism
16	O=C(O)c1ccc(CS(=O)c2cccc(C(F)(F)F)c2)o1 (stereo not drawn)	2%	4.2%	0.4	62	-5%
17	COc1ccc(NC(=O)Cn2nnc(C(=O)NCc3ccco3)c2N)cc1	1%	0.0%	-1.3	56	3%
18	Cc1cc(Cl)ccc1OCC(=O)N[C@@H](Cc1ccccc1)c1nc2ccccc2[nH]1	0%	2.3%	2.3	40	-4%
19	O=C(CCN1CCN(c2ccccc2)CC1)Nc1ccc(OCc2ccccc2)cc1	-26%	-1.5%	-0.7	92	-5%
20	Cc1ccccc1Nc1nc(N)nc(COC(=O)c2cccc(S(=O)(=O)N(C)C)c2)n1	5%	0.1%	-2.1	51	-10%
21	COc1ccccc1-c1ocnc1C(=O)N1CCN(C(=O)C(c2ccccc2)c2ccccc2)CC1	5%	0.5%	0.2	36	-6%
22	CC1CCc2c(sc3ncn(CCO)c(=O)c23)C1 (stereo not drawn)	9%	0.4%	1.9	60	-14%
23	Cc1ccc(C2Nc3ccc4ccccc4c3C3=C2C(=O)CC(C)(C)C3)o1 (stereo not drawn)	18%	5.8%	1.4	86	-6%
24	Cc1ccc(CNC(=O)CCCc2c[nH]c3ccccc23)cc1	7%	0.3%	-0.2	47	-3%
25	CC(C)c1ccccc1NC(=S)NC(C)c1ccccc1 (stereo not drawn)	5%	0.3%	-0.6	76	6%
26	CC(C)(C)c1ncc(S(=O)(=O)c2ccc(C(F)(F)F)cn2)c(N)n1	1%	-0.3%	0.8	35	6%
27	Cc1ccc(C(=O)Nc2nc3ccccc3c(=O)s2)cc1	11%	-0.1%	0.2	54	1%
28	O=C1C=C(NC(=O)Nc2ccc(Cl)c(Cl)c2)CCC1	8%	-0.2%	0.1	47	-8%
29	CC1(C)Oc2cc(N)c([N+](=O)[O-])cc2O1	5%	0.3%	-0.5	66	2%
30	CC(=O)c1cc2c(cc1NC(=O)CSc1nc3ccccc3[nH]1)OCO2	/	/	-2.7	65	-1%

no.	KOR beta-arrestin-1	KOR beta-arrestin-2	NOD1 inhibition	GPR55 beta-arrestin	GPR35 antagonists
16	5.3%	3%	24%	-0.3%	-12%
17	2.2%	3%	-31%	-0.1%	-2%
18	-1.4%	29%	-36%	?	22%
19	1.2%	-57%	-13%	0.2%	-5%
20	12%	-19%	-4%	-0.2%	11%
21	4.0%	-13%	-20%	-0.1%	3%
22	-0.6%	-74%[20 µM]	-54%	0.2%	-10%
23	-5.4%	11%	-20%	-0.3%	-12%
24	-0.8%	-6%	-14%	-0.1%	10%
25	-1.1%	9%	-11%	0.2%	-5%
26	-1.1%	15%	-3%	1.1%	0%
27	-7.0%	-24%	-87%	1.1%	8%
28	-1.7%	-13%	-43%	-0.2%	-12%
29	2.5%	-16%	8%	0.0%	0%
30	-4.2%	-5%	-12%	-0.2%	-1%

# Next part.
no.	Structure	Rac1 GTP hydrolysis	K1F lysis inhibition	NTR1 agonist	NTR1 agonist cell count 20 µM	GPR55 LPI antagonism
31	Brc1cccc(OCCN2CCCCC2)c1	17%	1.1%	-0.9	23	-4%
32	O=C(Nc1ccccc1)N(Cc1ccccc1)CC(O)C(F)(F)F (stereo not drawn)	5%	1.1%	0.2	60	-4%
33	Cc1ccnc(SCc2cn3c(C)cccc3n2)n1	1%	1.3%	-0.4	46	-1%
34	N#Cc1ccc(-c2ccc(F)cc2)nc1Sc1ccccc1	3%	0.1%	5.8	78	20%
35	CCc1ccc(NC(=O)C2CCN(S(C)(=O)=O)CC2)cc1	-1%	0.1%	-0.1	37	10%
36	COc1ccc(/C=N/NC(=O)c2ccc(CN3C(=O)c4cccc5cccc3c45)cc2)cc1O	13%	-1.5%	4.2	43	1%
37	COCCNC(=S)N(CCc1c(C)[nH]c2ccccc12)Cc1ccco1	2%	0.1%	3.4	41	-2%
38	NC(=O)COc1ccc(-n2cnnn2)cc1	2%	-0.1%	0.5	96	8%
39	COc1cccc(C2CCCN2Cc2nc(-c3cnccn3)no2)c1 (stereo not drawn)	13%	-0.1%[50 µM]	-0.1	55	-4%
40	COc1ccc(C2C(C(=O)N3CCN(C)CC3)c3cc(OC)c(OC)cc3C(=O)N2C)cc1 (stereo not drawn)	6%	-0.1%	1.8	49	16%
41	Cc1ccnc(SCC(=O)c2cc3ccccc3o2)n1	13%	-0.2%	-1.1	61	2%
42	CC(=O)Nc1ccc(S(=O)(=O)N(C#N)c2nc(N(C)C)nc(N(C)C)n2)cc1	11%	0.2%	-0.5	50	2%
43	CCOc1ccc(-c2[nH]nc3c2C(c2ccc(O)cc2)C(C#N)=C(N)O3)cc1 (stereo not drawn)	6%	0.5%	2.2	37	7%
44	CC(=O)c1c(C)c2c(n1CCN(C)C)CCCC2	6%	0.2%	-1.5	44	13%
45	Cc1c(N=C2NC(=O)C(CC(=O)Nc3ccccc3)S2)c(=O)n(-c2ccccc2)n1C (stereo not drawn)	3%	2.3%	1.1	44	0%
46	CCNC(=O)N1C(CC(=O)OCC)C(=O)NC2CCCCC21 (stereo not drawn)	13%	0.4%	1.7	64	1%
47	CN(CC(=O)Nc1ccc(F)cc1)C(=O)CN1C(=O)NC2(CCCc3ccccc32)C1=O (stereo not drawn)	12%	0.1%	0.0	59	17%

no.	KOR beta-arrestin-1	KOR beta-arrestin-2	NOD1 inhibition	GPR55 beta-arrestin	GPR35 antagonists
31	1.8%	-10%	-11%	-0.1%	-5%
32	-0.9%	-3%	3%	0.0%	-6%
33	-1.5%	4%[20 µM]	-25%	-0.1%	-6%
34	-2.3%	22%	/	-0.2%	16%
35	-2.6%	17%	-3%	0.6%	-12%
36	5.6%	-11%	-35%	-0.1%	-7%
37	-1.5%	0%	-30%	-0.6%	5%
38	8.0%	10%	-8%	-0.4%	-3%
39	4.6%	-31%	-38%	-0.1%	16%
40	1.7%	-34%	18%	-0.1%	-6%
41	-3.6%	-3%	-49%	0.1%	-3%
42	0.1%	-23%[20 µM]	-27%	0.1%	-12%
43	-3.1%	-40%	28%	-0.2%	20%
44	-7.1%	-1%	3%	0.4%	11%
45	4.4%	-34%	-25%	-0.1%	-6%
46	-3.2%	14%	/	0.8%	-1%
47	-4.1%	30%	-27%	-0.1%	-4%

# Bioassay records: PubChem, several laboratories
